# High-throughput results as filed in PubChem.
# FUS suppressor: rescues growth of FUS-expressing yeast; S. cerevisiae FUS-expressing, growth rescue, OD600, 24 h; 390,000 compounds, 0.24% hits; Potency, µM (series often up to 76.6 µM), for inactives: at the highest dose growth rescue (activation), most hits filed as activators; AID 1347120;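 note: plate controls were DMSO vehicle for no effect and reference control for full effect; nearly all actives have a fitted effect of over 55% in size; some results filed as inactive show a strong effect at the top dose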
#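 Absorbance at 600 nm, taken 24hr after compound addition, measured rescue of FUS-yeast growth at 30C. Induction used 2% galactose with seeding at OD 0.005. Controls: CP55940 from 92uM final, DMSO only.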
# EPAC1 antagonist: blocks human EPAC1 exchange factor; 360,000 compounds, 0.14% hits; Potency, µM (series often up to 115 µM), inactives show at the top dose activity change, negative = inhibition, most hits filed as inhibitors; O95398; AID 720709; EPAC1 GEF assay, Rap1b-BODIPY-GDP exchange fluorescence;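 note: plate controls were vehicle for no effect and positive control for full effect; nearly all actives have a fitted effect of over 50% in size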
# Target sequence (O95398 whole entry, looked up): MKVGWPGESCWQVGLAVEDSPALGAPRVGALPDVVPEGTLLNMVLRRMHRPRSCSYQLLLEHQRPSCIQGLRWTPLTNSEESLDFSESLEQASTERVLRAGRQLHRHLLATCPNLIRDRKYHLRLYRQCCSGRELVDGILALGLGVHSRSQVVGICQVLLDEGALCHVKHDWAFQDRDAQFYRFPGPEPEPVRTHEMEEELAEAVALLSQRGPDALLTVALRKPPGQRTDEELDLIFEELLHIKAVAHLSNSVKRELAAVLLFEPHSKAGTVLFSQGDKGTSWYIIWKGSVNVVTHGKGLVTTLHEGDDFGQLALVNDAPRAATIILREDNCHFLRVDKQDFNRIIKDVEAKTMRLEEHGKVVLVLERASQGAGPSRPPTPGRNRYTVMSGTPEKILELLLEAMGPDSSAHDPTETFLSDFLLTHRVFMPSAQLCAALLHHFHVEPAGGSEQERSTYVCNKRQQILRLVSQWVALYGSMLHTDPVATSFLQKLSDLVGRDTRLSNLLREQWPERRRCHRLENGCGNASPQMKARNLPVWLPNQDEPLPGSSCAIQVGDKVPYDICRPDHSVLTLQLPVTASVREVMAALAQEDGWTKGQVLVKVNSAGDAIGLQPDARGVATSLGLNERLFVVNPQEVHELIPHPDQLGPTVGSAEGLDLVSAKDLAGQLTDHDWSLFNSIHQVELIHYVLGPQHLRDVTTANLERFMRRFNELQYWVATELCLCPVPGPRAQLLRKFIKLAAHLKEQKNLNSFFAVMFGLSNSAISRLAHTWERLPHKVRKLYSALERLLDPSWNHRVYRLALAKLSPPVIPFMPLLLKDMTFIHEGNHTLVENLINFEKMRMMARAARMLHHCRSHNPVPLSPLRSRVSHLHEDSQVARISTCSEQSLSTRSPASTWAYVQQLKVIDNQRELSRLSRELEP
# EPAC2 antag: blocks human EPAC2 exchange factor. AID 720708. Potency, µM (doses to about 114 µM), for the others: top-dose activity, negative = inhibition, actives largely listed as inhibitors. 360,000 compounds, 0.18% hits. EPAC2 GEF exchange of Rap1B-BODIPY-GDP, fluorescence. Q8WZA2; note: % is set by controls: 0 for no effect and ±100 for the full control effect; nearly all actives have a fitted effect of over 45% in size; many of its hits are not listed in these tables
# aSyn rescue: alpha-synuclein toxicity inhibition in yeast; Yeast expressing alpha-synuclein, growth rescue, BacTiter-Glo, 24 h; Potency, µM (doses to about 46.1 µM), for the others: at the top dose growth rescue (activation), most hits filed as activators; 370,000 compounds, 0.14% hits; AID 652106; note: % of control where 0% means no effect; nearly all actives have a fitted effect of over 65% in size
#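 Screening used galactose-induced yeast with toxic alpha-synuclein levels, exposed to compound for 24 hr at 30 deg C. Cell growth, read with BacTiter-Glo luminescence, gave the measured signal.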
# EPAC2 ag: agonists of human EPAC2 (RAPGEF4). EPAC2 activation, biochemical qHTS; response scale: 100% = 6.5 mM cAMP response. Q8WZA2. 360,000 compounds, 0.079% hits. Potency, µM (doses to about 154 µM), inactives show at the highest dose activation, usual class: activators; note: nearly all actives have a fitted effect of over 50% in size
#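 Readout is BODIPY fluorescence (480 nm excitation, 540 nm emission), which falls as labeled GDP is exchanged off Rap1B. EPAC2 at 100 nM acted on 250 nM RAP1B-BODIPY-GDP with 50 uM GDP present.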
# TDP43 rescue: rescues yeast growth from TDP-43 toxicity; Potency, µM (highest dose often 46.1 µM), inactives show at the highest dose growth rescue (activation), usual class: activators; AID 652104; TDP-43 expressing yeast growth rescue, BacTiter-Glo, 24 h; 410,000 compounds, 1.8% hits; note: % of control where 0% means no effect; nearly all actives have a fitted effect of over 50% in size
#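 Yeast expressing TDP-43 (pregrown in raffinose, seeded at OD600=0.02 in galactose medium) exposed to compounds 24 hr at 30 deg C. Growth read by BacTiter-Glo luminescence; rescue of toxicity appears as increased signal.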
# EPAC1 agonist: agonists of human EPAC1; EPAC1 agonist qHTS, biochemical assay; response scale: 100% = response to 6.5 mM cAMP; Potency, µM (titrated, usually from 154 µM), for the others: at the highest dose activation, actives largely listed as activators; 360,000 compounds, 0.073% hits; note: nearly all actives have a fitted effect of over 60% in size
#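 EPAC1 100 nM, Rap1B–BODIPY-GDP 250 nM, unlabeled GDP 50 uM; compound titration; 5 min RT; kinetic read ex480/em540 at 5-min intervals ×30 min; data normalized to 6.5 mM cAMP agonist control.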
# PTHR1 ag: agonists of human PTHR1 parathyroid hormone receptor; 410,000 compounds, 0.075% hits; Potency, µM (highest dose often 115 µM), inactives show at the top dose activation, actives largely listed as activators; Q03431; HEK293 GP2 PTHR1 cells, GloSensor cAMP luminescence, 1 h; note: nearly all actives have a fitted effect of over 55% in size; some results filed as inactive show a strong effect at the top dose; inactives centre near -15; many of its hits are not listed in these tables
#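 HEK-293-derived GP2 cells expressing PTHR1 and a GloSensor cAMP reporter, 3,000/well, plated overnight, given luciferin plus IBMX (each 0.5 mM as added) for 1 h at 37 °C, then compound for 1 h at 37 °C. Luminescence was read after 15 min at room temperature.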
# * hit, by the source's call; i = inactive; u = inconclusive; x = not tested or not shown; & = joins results of further samples; [ ] = another dose, or the depositor's remark. Calls come from the whole dose curve; as a rule, active = well fitted curve in the direction sought with a large enough effect; inconclusive = small, poorly fitted or top-dose-only effect, or another doubt; inactive = no such curve, though single readings can be large; an effect the other way counts as inactive or inconclusive. Potency is the fitted concentration of half-maximal effect. This is a subset; the hit share may differ from the screen's.
SMILES,FUS suppressor,EPAC1 antagonist,EPAC2 antag,aSyn rescue,EPAC2 ag,TDP43 rescue,EPAC1 agonist,PTHR1 ag
COc1ccc(OCC(=O)NC(=O)c2ccccc2OC)c([N+](=O)[O-])c1,-2%,-1%,-18%,14%,-2%,-18%,0%,i
CC1=NOC(=O)/C1=C\c1ccc(-c2cc(Cl)ccc2Cl)o1,x,-12%,79µM*,-5%,1%,-32%[inhibitor],3%,-12%
O=C(Nc1ccccn1)Nc1ccccc1[N+](=O)[O-],1%,-7%,-6%,0%,0%,-10%,4%,0%
Cc1sc(NC(=O)CSc2nnc(CCNC(=O)c3cccs3)n2C)nc1-c1ccccc1,26%,9%,14%,1%,-8%,-11%,-3%,-18%[57.5 µM]
Cc1ccc(C)c(NC(=O)CCc2ccc(S(=O)(=O)NC3CCCCC3)cc2)c1,-5%,-6%,-6%,0%,-3%,-1%,6%,-7%
CCOc1cc(C(=O)Nc2cc(C)ccc2C)ccc1OCC(=O)N1CCCCC1,21%,-18%,-12%,-4%,14%,-10%,-3%,-2%
COC(=O)c1sccc1NC(=O)CC1C(=O)NCCN1C(=O)c1ccccc1 (configuration not stated),13%,19%,4%,14%,0%,-6%,-1%,-14%
CCN(C(=O)COC(=O)CCc1c[nH]c2ccccc12)c1c(N)n(Cc2ccccc2)c(=O)[nH]c1=O,5%,-7%,-1%,-1%,-9%,11%,-3%,-15%
CC(C)C(=O)Nc1nnc(Sc2ccc(N(C)C)cc2)s1,40%,12%,9%,1%,-2%,-1%,12%,i
CCC1=Nc2cc(C(=O)NCc3ccco3)ccc2Sc2ccc(C)cc21,25%,6%,-8%,-1%,2%,u,7%,-5%
Cc1ccc(CN2C(=O)C(C)Sc3ccc(C#N)cc32)cc1 (configuration not stated),22%,-13%,u,6%,13%,u,2%,-36%[inhibitor]
CN1CCN(c2ncnc3c2ncn3[C@H]2CN(Cc3cccnc3)C[C@@H](CO)O2)CC1,-14%,0%,19%,-3%,-5%,7%,0%,-13%
Cc1noc(C)c1COc1ccccc1C(=O)N1CCN(S(=O)(=O)c2ccccc2C(F)(F)F)CC1,16%,6%,10%,-2%,1%,20%,-2%,-1%
CCOc1ccccc1CN1CCNC(=O)C1CC(=O)NCc1cc(C)n(C)n1 (configuration not stated),11%,7%,-9%,2%,-10%,1%,-1%,-1%
CN(C)CCNc1ncnc2ccccc12,-9%,-8%,3%[57.1 µM],2%,8%,-1%,0%,-2%[57.5 µM]
Cn1c(SCC(=O)Nc2cccc(F)c2)nc2c([nH]c3ccccc32)c1=O,-3%,-8%,8%,0%,2%,17%,10%,i
N#CC1=C(N)Oc2cc(O)ccc2C1c1ccncc1 (configuration not stated),-8%,u,3%,-6%,-4%,11%,4%,i
CCCn1c(N)c(C(=O)CN(C)CC(=O)Nc2ccc(C)cc2)c(=O)[nH]c1=O,16%,8%,7%,-2%,3%,-11%,5%,-17%
CC(C)C[C@H]1CN([C@@H](Cc2ccc(O)cc2)CN2CCC[C@@H]2CN2C(=S)NC[C@@H]2Cc2ccccc2)C(=S)N1CC1CCCCCC1,u,-2%,8%,-44%[inhibitor],-4%,u,-9%,-24%
CC(=O)Nc1ccc(S(=O)(=O)NCC(=O)OCc2ccccc2)cc1,x,18%,20%,-4%,9%,-28%,0%,-7%
O=C1CC(N(Cc2ccco2)C(=O)Nc2ccc(F)cc2)C(=O)N1c1ccc(F)cc1 (configuration not stated),25%,7%,3%,2%,6%,-7%,-4%,-13%[57.5 µM]
C[C@@H]1CN([C@@H](C)CO)S(=O)(=O)c2ccc(Br)cc2O[C@@H]1CN(C)C(=O)c1ccncc1,-33%,-4%,10%,2%,5%,13%,0%,i
O=C(Oc1ccc(C(=S)N2CCOCC2)cc1)c1ccc([N+](=O)[O-])cc1,-30%,-2%,0%,20%,1%,5%,-10%,-2%
CC1(OC(=O)CCc2ccccc2)C(=O)C=C2C=C(c3ccc(C#N)cc3)N(Cc3ccccc3)C=C2C1=O (configuration not stated),u,-12%,10%,0%,9%,-10%,-3%,10%
O=C(Nc1nnc(-c2ccccc2)o1)c1cccc(N2C(=O)CCC2=O)c1,x,17%,18%,-5%,3%,13%,5%,-22%

# Grouped by structure, those above containing an aryl thioether with sulfur outside any ring.
SMILES,FUS suppressor,EPAC1 antagonist,EPAC2 antag,aSyn rescue,EPAC2 ag,TDP43 rescue,EPAC1 agonist,PTHR1 ag
Cc1sc(NC(=O)CSc2nnc(CCNC(=O)c3cccs3)n2C)nc1-c1ccccc1,26%,9%,14%,1%,-8%,-11%,-3%,-18%[57.5 µM]
CC(C)C(=O)Nc1nnc(Sc2ccc(N(C)C)cc2)s1,40%,12%,9%,1%,-2%,-1%,12%,i
Cn1c(SCC(=O)Nc2cccc(F)c2)nc2c([nH]c3ccccc32)c1=O,-3%,-8%,8%,0%,2%,17%,10%,i

# 2 entries from above, as tab-separated lines.
SMILES	FUS suppressor	EPAC1 antagonist	EPAC2 antag	aSyn rescue	EPAC2 ag	TDP43 rescue	EPAC1 agonist	PTHR1 ag
Cn1c(SCC(=O)Nc2cccc(F)c2)nc2c([nH]c3ccccc32)c1=O	-3%	-8%	8%	0%	2%	17%	10%	i
CN1CCN(c2ncnc3c2ncn3[C@H]2CN(Cc3cccnc3)C[C@@H](CO)O2)CC1	-14%	0%	19%	-3%	-5%	7%	0%	-13%

# (more compounds)
SMILES,FUS suppressor,EPAC1 antagonist,EPAC2 antag,aSyn rescue,EPAC2 ag,TDP43 rescue,EPAC1 agonist,PTHR1 ag
O=C(NCCc1ccccc1F)C1CCCN1S(=O)(=O)c1ccc2ccccc2c1 (configuration not stated),27%,-1%,-4%,0%,13%,-3%,10%,-28%
O=C(Nc1cc(SCC(O)CO)cc([N+](=O)[O-])c1)c1ccc(-n2cnnn2)cc1 (configuration not stated),31%,5%,11%,-9%,6%,-16%,5%,-17%
CCCCCSc1nc2c(cnn2-c2ccc(F)cc2)c(=O)[nH]1,1%,9%,-8%,1%,-3%,-16%,15%,-1%
CCOC(=O)c1c(C)c(C(=O)N(C)C2CCCCC2)c(C)n1C,21%,12%,11%,-1%,4%,8%,-4%,-5%
COc1ccc(CCN2C(=O)CC(NNC(=O)c3ccccc3Br)C2=O)cc1OC (configuration not stated),x,-3%,13%,u,0%,8%,-8%,-14%
COc1ccc(CN(C(=O)CN2C(=O)c3ccccc3S2(=O)=O)C(C(=O)NCC2CCCO2)c2ccco2)cc1 (configuration not stated),-1%,5%,4%,-2%,-1%,3%,-4%,16%
CCOC(=O)c1[nH]c(=O)[nH]c1CSc1ccccn1,-6%,-3%,4%,1%,4%,-13%,0%,-12%[57.5 µM]
CCC(=O)N1CCN(C(=O)c2ccccc2)CC1,-40%,-2%,19%,0%&6%,4%,2%,-24%,-19%
CCCCc1ccc(N=N/C(C(=O)Nc2ccc(NC(C)=O)cc2OC)=C(/C)O)cc1,-30%,-1%,u,-4%,-3%,8%,17%,i
CCN(CC)c1cccc(OCC(=O)N2c3ccccc3CC2C)c1 (configuration not stated),21%,-15%,-4%,0%,12%,9%,-17%,-35%[inhibitor]
COc1cccc(C(=O)NCCS(=O)(=O)NCc2ccc3c(c2)OCO3)c1,15%,-7%,-3%,-3%,8%,17%,3%,i
O=C1[C@H](O)[C@@H](O)C(=O)N1Cc1ccccc1,4%,-3%,19%,3%,8%,-4%,-2%,i
C=CCn1c(SCC(=O)Nc2ccc(C(=O)O)cc2)nnc1-c1cccnc1,-21%,-1%,11%,-9%,7%,-1%,5%,i
COC(=O)c1ccc(N2C(=O)CC(N(C)Cc3ccccc3)C2=O)cc1 (configuration not stated),-19%,-7%,9%,-32%[inhibitor],-1%[15.6 µM],7.1µM*,2%,i
Cc1ccc(Nc2nc(N/N=C/c3c[nH]c4ccccc34)nc(N3CCOCC3)n2)cc1,u,-18%,-13%,19%,26%,u,19%,-24%
Cc1ccc(/C=N/Nc2nc(C(C)(C)C)cs2)o1,27%,-3%,-7%[57.1 µM],1%,14%,13%,-4%,-27%
COc1ccc(NC(=O)c2cc(-c3ccco3)on2)cc1OC,53%,-17%,5%,-13%,10%,-20%,5%,u
CCOC(=O)c1c(NC(=O)CC2SC(=NC)N(C)C2=O)sc(C)c1C (configuration not stated),0%,14%,-6%[57.1 µM],6%,-9%,20%,3%,5%[57.5 µM]
O=C(c1sc2ccccc2c1Cl)N1CCN(CCc2ccccn2)CC1,2%,-7%,5%,7%,-3%,-18%,-9%,-24%
Cc1ccc(CNC(=O)Cn2c(=O)oc3ccccc32)o1,0%,-4%,-3%,14%,7%,-2%,0%,i
O=C(CNc1ccccc1F)Nc1cc(S(=O)(=O)N2CCCCC2)ccc1Cl,-4%,-20%,-11%,-7%,13%,1%,10%,-31%
O=C(CC1NCCc2ccccc21)Nc1ccc(Oc2ccccc2)cc1 (configuration not stated),23%,2%,-7%,-2%,7%,-7%,13%,-9%
CCC(NC(=O)c1cc(COc2ccc(Cl)cc2OC)on1)c1ccncc1 (configuration not stated),x,-18%,-1%,3%,1%,16%,-11%,-7%
O=C1CN(C(=O)COC(=O)/C=C/c2ccc(OC(F)F)cc2)c2ccccc2N1,x,-4%,4%,7%,10%,15%,0%,-39%[inhibitor]

# Five entries from above, ordered by formula weight, rising.
SMILES,FUS suppressor,EPAC1 antagonist,EPAC2 antag,aSyn rescue,EPAC2 ag,TDP43 rescue,EPAC1 agonist,PTHR1 ag
O=C1[C@H](O)[C@@H](O)C(=O)N1Cc1ccccc1,4%,-3%,19%,3%,8%,-4%,-2%,i
Cc1ccc(/C=N/Nc2nc(C(C)(C)C)cs2)o1,27%,-3%,-7%[57.1 µM],1%,14%,13%,-4%,-27%
Cc1ccc(CNC(=O)Cn2c(=O)oc3ccccc32)o1,0%,-4%,-3%,14%,7%,-2%,0%,i
CCOC(=O)c1c(NC(=O)CC2SC(=NC)N(C)C2=O)sc(C)c1C (configuration not stated),0%,14%,-6%[57.1 µM],6%,-9%,20%,3%,5%[57.5 µM]
CCC(NC(=O)c1cc(COc2ccc(Cl)cc2OC)on1)c1ccncc1 (configuration not stated),x,-18%,-1%,3%,1%,16%,-11%,-7%
